S aureus QS inh: S. aureus quorum sensing inhibitors, primary screen, RNAIII-GFP reporter, flow cytometry; S. aureus RN6390 RNAIII-GFP reporter, AIP-induced, flow cytometry 3 h; inhibition, % at 2 µM; 24,000 tested, 0.3% active;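 active means share of bacteria positive for the green fluorescent reporter and its mean brightness both inhibited by 50% or more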;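 further: 0% = AIP-stimulated control and 100% = unstimulated bacteria without AIP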
S aureus QS inh GFP MFI %: recorded beside S aureus QS inh, whose call it bears; inhibition, %; measured here: inhibition of GFP MFI
* marks the source's active call; other numbers are inactive results. Only part of the results is shown; count on the stated rates, not on these rows.

SMILES	S aureus QS inh	S aureus QS inh GFP MFI %
Cn1c2ccccc2c2c(C(=O)NCC3CCCO3)cn(C3CCCC3)c(=O)c21 (stereo unspecified)	-2	-3
O=C(c1ccc(N2CCCC2=O)cc1)N1CCOCC1	-2	-1
COc1ccc(Br)cc1C1CC(=O)N2CN(C)CSC2=C1C#N (stereo unspecified)	-4	-6
O=C(NC1CCCCC1)c1nn2c(C(F)(F)F)cc(-c3ccco3)nc2c1Br	4	32
COc1cc(NC(=O)CN2C(=O)c3ccccc3S2(=O)=O)c(OC)cc1Cl	-2	-2
Cn1c(Cc2ccccc2)nnc1SCC(=O)NC1CCCCC1	0	2
Cc1sc(NC(=O)c2ccco2)c(CN2CCN(c3ccccn3)CC2)c1C	3	14
COc1ccc(C2C=C(c3ccc(C)c(C)c3)Nc3ncnn32)c(OC)c1OC (stereo unspecified)	2	9
CCOc1ccc(-c2nc(C#N)c(N3CCCCCC3)o2)cc1	1	-4
COc1cccc(N2C(=O)c3ccncc3C2=O)c1	-2	-2
COc1ccc(CCNC(=O)Cn2cnc3c(nnn3Cc3ccc(C)cc3)c2=O)cc1OC	1	20
CCOC(=O)c1ccc(N=c2sc(C(=O)OC)cc(=O)n2CCCN2CCOCC2)cc1	-2	0
NC(=O)CN1CCCN(S(=O)(=O)c2ccc(Br)cc2)CC1	-1	-5
O=C(CN1CCN(Cc2ccccc2F)C1=O)NCCN1CCOCC1	0	-6
Nc1ccc(-c2ccc(N)cc2C(F)(F)F)c(C(F)(F)F)c1	0	3
Cc1cccn2c(=O)c3cc(C(=O)NC(C)c4ccccc4)c(=N)n(CCCn4ccnc4)c3nc12 (stereo unspecified)	2	2
NC(=O)CN1CCN(C(=O)Nc2ccccc2)CC1	-8	-32
CC(C)CC(=O)Nc1ccccc1-c1nnn(CC(=O)N2CCOCC2)n1	0	-1
CCCCNC(=O)c1sc2nc(C)cc(COC)c2c1-n1cccc1	-5	-13
CCOC(=O)Nc1c(C(=O)OC)[nH]c2cccc(OC)c12	-2	-5

Ordered by molecular weight (low to high): some entries from above
SMILES	S aureus QS inh	S aureus QS inh GFP MFI %
COc1cccc(N2C(=O)c3ccncc3C2=O)c1	-2	-2
NC(=O)CN1CCN(C(=O)Nc2ccccc2)CC1	-8	-32
O=C(c1ccc(N2CCCC2=O)cc1)N1CCOCC1	-2	-1
CCOC(=O)Nc1c(C(=O)OC)[nH]c2cccc(OC)c12	-2	-5
CCOc1ccc(-c2nc(C#N)c(N3CCCCCC3)o2)cc1	1	-4
Nc1ccc(-c2ccc(N)cc2C(F)(F)F)c(C(F)(F)F)c1	0	3
Cn1c(Cc2ccccc2)nnc1SCC(=O)NC1CCCCC1	0	2
CCCCNC(=O)c1sc2nc(C)cc(COC)c2c1-n1cccc1	-5	-13
O=C(CN1CCN(Cc2ccccc2F)C1=O)NCCN1CCOCC1	0	-6
CC(C)CC(=O)Nc1ccccc1-c1nnn(CC(=O)N2CCOCC2)n1	0	-1
NC(=O)CN1CCCN(S(=O)(=O)c2ccc(Br)cc2)CC1	-1	-5
COc1ccc(C2C=C(c3ccc(C)c(C)c3)Nc3ncnn32)c(OC)c1OC (stereo unspecified)	2	9
COc1ccc(Br)cc1C1CC(=O)N2CN(C)CSC2=C1C#N (stereo unspecified)	-4	-6
Cc1sc(NC(=O)c2ccco2)c(CN2CCN(c3ccccn3)CC2)c1C	3	14
COc1cc(NC(=O)CN2C(=O)c3ccccc3S2(=O)=O)c(OC)cc1Cl	-2	-2
O=C(NC1CCCCC1)c1nn2c(C(F)(F)F)cc(-c3ccco3)nc2c1Br	4	32
CCOC(=O)c1ccc(N=c2sc(C(=O)OC)cc(=O)n2CCCN2CCOCC2)cc1	-2	0
COc1ccc(CCNC(=O)Cn2cnc3c(nnn3Cc3ccc(C)cc3)c2=O)cc1OC	1	20
Cc1cccn2c(=O)c3cc(C(=O)NC(C)c4ccccc4)c(=N)n(CCCn4ccnc4)c3nc12 (stereo unspecified)	2	2

The main list resumes, repeating the two entries before the break.
SMILES	S aureus QS inh	S aureus QS inh GFP MFI %
CCCCNC(=O)c1sc2nc(C)cc(COC)c2c1-n1cccc1	-5	-13
CCOC(=O)Nc1c(C(=O)OC)[nH]c2cccc(OC)c12	-2	-5
O=C(c1noc2c1CCCC2)N1CCOCC1	2	10
O=C(CC1CCS(=O)(=O)C1)Nc1ccc[nH]c1=O (stereo unspecified)	-1	-2
Cc1cc(NC(=O)Nc2cc(C)nn2-c2ccccc2)n(-c2ccccc2)n1	5	17
O=C(NCc1cccs1)C1CCN(S(=O)(=O)c2cccs2)CC1	-3	-1
COc1ccc(-n2c(Cc3cccn3C)nnc2SCC(=O)NC2CCCCC2)cc1	6	14
CCOCCCNC(=O)c1cn(C)c2ccc(S(=O)(=O)N(C)C3CCCCC3)cc2c1=O	-1	-3
Cc1ccc(C)c(-c2nc3cc(N)ccc3o2)c1	8	28
CC(=O)Nc1nc2ccc(Br)cc2s1	-2	-24
CCOc1cc(-c2cc(N)n[nH]2)cc(OCC)c1OCC	0	2
Brc1ccc2[nH]c3nc(SCCN4CCOCC4)nnc3c2c1	0	2
O=C(CNCC1CCCO1)Nc1ccccc1-n1cccc1 (stereo unspecified)	-2	-18
CCCC1(C(=O)O)NC(c2cccc(OC)c2O)C2C(=O)N(c3ccccc3)C(=O)C21 (stereo unspecified)	-10	-22
CCn1c(=O)c(=O)n(CC)c2cc(S(=O)(=O)Nc3cccc(OC)c3)ccc21	-14	-6
Cc1ccccc1NC(=O)CSc1nc(N)c(C#N)c(-c2cccs2)c1C#N	8	18
Cc1nc2ccccc2cc1C(=O)NCc1ccco1	-1	-4
O=C(Nc1ccc(F)cc1)N1CCn2c(nc3ccccc32)C1	0	8
Cc1cc(Nc2ccccc2F)n2nc(C)nc2n1	1	13
Cc1c(C(=O)NCc2ccccn2)oc2ccccc12	6	7
Cc1ccc(-c2nc(CS(=O)CC(=O)NCc3ccccn3)c(C)o2)cc1 (stereo unspecified)	0	0
Cc1nc2ccccc2c2c1C(=O)N(CCC1=CCCCC1)C2=O	0	12
COc1ccc(C2=NOC(C(=O)NCc3ccccc3)C2)cc1 (stereo unspecified)	2	8
CCOC(=O)CNC(=O)C1c2cc(OC)c(OC)cc2C(=O)N(C)C1c1ccccc1F (stereo unspecified)	-7	-9
Cc1ccc(Cl)cc1N1CCN(C(=O)c2cn(C)c(=O)c3c2c2ccccc2n3C)CC1	1	15
Cn1c(=O)n(C)c2cc(NC(=O)C(F)(F)F)ccc21	-2	-43
O=C(CSc1nc2ccncc2[nH]1)Nc1ccccc1C(F)(F)F	-2	-13
Cc1ccc(S(=O)(=O)N2CCCC2C(=O)OCc2nc3ccccc3s2)cc1 (stereo unspecified)	1	6
Cc1ccc(-c2nc(C#N)c(N3CCCCC3)o2)cc1	3	11
O=C(CSc1nnc(-c2ccc(Cl)s2)o1)N1CCc2ccccc21	8	15
CCOC(=O)/C=C1\CC(=O)Nc2nonc2N1	0	14
COc1ccc(Cc2nc(-c3ccc(NC(=O)c4cccnc4)cc3)no2)cc1	4	12
Cc1ccc(-n2c(-c3ccncc3)nnc2-c2cccs2)cc1	0	1
CC(C)C1N=C2c3ccccc3N=C(SCC#N)N2C1=O (stereo unspecified)	-16	-27
O=C1c2ccccc2NC(c2ccc(Cl)cc2Cl)N1O (stereo unspecified)	-6	-25
COc1ccccc1N1CCN(C(=O)c2sc3nc(-c4ccccc4)cn3c2C)CC1	5	16
Cn1c(=O)c2c(nc(N3CCCCC3)n2CCNC2=NCCC2)n(C)c1=O	0	15
COC(=O)c1cc2sccc2n1Cc1ccc(C)cc1	-3	-17
O=C(NCc1ccco1)Nc1ccc2nsnc2c1	-1	0
Cn1c(CN2CCCCC2)nc2cc(NC(=O)c3ccccc3)ccc21	-1	4
O=C(NCc1cccs1)C1CC(=O)N(c2ccccc2)C1 (stereo unspecified)	1	10
CCN(CC)CCN1C(=O)C(O)=C(C(=O)c2ccco2)C1c1ccccn1 (stereo unspecified)	-1	-2
O=C(c1ccc2c(=O)n(Cc3ccco3)c(=S)[nH]c2c1)N1CCN(c2ccccc2)CC1	5	1
O=C(CSc1nc(-c2ccco2)cc(C(F)(F)F)n1)N1CCCc2ccccc21	-1	-7
CCOCCCNC(=O)C(NC(=O)C1CCC(=O)N1)c1ccc(C)cc1 (stereo unspecified)	-1	-4
COc1ccc(C2=CC(c3sccc3C)n3nnnc3N2)cc1 (stereo unspecified)	-2	-7
CC12C(=O)N(c3ccccc3C(=O)O)C(=O)C1C1C=CC2C1 (stereo unspecified)	-5	-11
COc1ccc(-n2c(=O)[nH]cc(C(=O)N3CCCc4ccccc43)c2=O)cc1	-7	-21
CCCNS(=O)(=O)c1ccc(OCC(=O)NCc2ccc3c(c2)OCO3)cc1	0	19
CCC(=O)N1c2ccccc2-c2nnc(SC)nc2OC1c1ccc(OC)c(OC)c1 (stereo unspecified)	-2	-11
CNCCCC12CCC(c3ccccc31)c1ccccc12	-2	-11
CCOC(=O)C1=C(C)NC(=O)NC1c1ccc(OCC(=O)N2CCCCC2)cc1 (stereo unspecified)	11	-6
O=C(Cn1cnc2c(nnn2-c2ccc(F)cc2)c1=O)NCC1CCCO1 (stereo unspecified)	0	-25
Cc1ccc(OCCC(=O)OCC(=O)C(C)(C)C)cc1	0	3
Cc1onc(-c2ccccc2)c1C(=O)N1CCN(C(=O)c2ccco2)CC1	0	9
Cc1ccc(-n2cc(C(C)(C)C)[nH]c2=S)cc1	2	14
CCOC(=O)Cn1c(N2CCOCC2)nc2c1c(=O)[nH]c(=O)n2C	0	5
O=C1c2ccccc2-c2ccc(C(=O)N3CCOCC3)cc21	-4	-7
Nc1nnc(-c2ccccc2)c(-c2ccccc2)n1	1	3
Cc1c(NC2=NC3(CCCCC3)Cc3ccccc32)c(=O)n(-c2ccccc2)n1C	0	3
CCOC(=O)N1CCN(C(=O)c2ccc3c(=O)n4c(nc3c2)CCCCC4)CC1	-4	-7
CC1CCN(S(=O)(=O)c2ccc3c(c2)oc(=O)n3CC(=O)NCc2ccc3c(c2)OCO3)CC1	67*	75*

Next part
SMILES	S aureus QS inh	S aureus QS inh GFP MFI %
CCOC(=O)N1CCN(C(=O)CSCC(=O)Nc2nc(-c3ccc4c(c3)OCO4)cs2)CC1	12	30
Clc1ccc(OCCCn2cncn2)cc1Cl	-3	-5
Cc1noc(/C=C/c2ccco2)c1S(=O)(=O)N1CCC(C(=O)N(C)Cc2ccccc2)CC1	4	9
O=C(CC1NC(=O)NC1=O)NC1(C(=O)NC2CCCCC2)CCCCC1 (stereo unspecified)	-2	-9
Cc1ccccc1-n1nc2c(c1NC(=O)c1ccc(S(=O)(=O)N(C)C)cc1)CSC2	4	14
Cc1nc2ncnn2c(C)c1CCC(=O)Nc1csc(N)n1	-2	-19
CCOC(=O)c1c(C)c(C(=O)NC(C)COC)c(C)n1C (stereo unspecified)	-1	-22
COc1ccc(-n2nc3c(c2NC(=O)c2c(-c4ccccc4Cl)noc2C)CS(=O)(=O)C3)cc1	-1	-24
COc1cccc(-n2c(Cc3cc(=O)[nH]c(=O)[nH]3)nnc2SCc2cccnc2)c1	-4	-6
COc1ccc(N=C2SCC(=O)N2c2ccc(OC)cc2)cc1	-5	-40
O=C(CSc1nnc(Cn2c(=O)sc3ccccc32)n1-c1ccccc1)N1CCOCC1	-3	-8
N#CCCN1CCN(S(=O)(=O)c2ccc(S(=O)(=O)N3CCCC3)cc2)CC1	-1	-12
O=C(Nc1cccnc1)c1ccc2c(c1)C(=O)N(Cc1cccnc1)C2=O	1	6
COc1nc(Nc2ccc3c(c2)OCO3)nc(OC)n1	5	32
CC(C)C(=O)Nc1ccc(-c2nc3cccnc3o2)cc1	-1	-13
CC1CCCCN1S(=O)(=O)c1ccc2c(c1)CCN2C(=O)C1CCC1 (stereo unspecified)	-3	-5
CCC(=O)N1CCc2cc(S(=O)(=O)CCC(=O)O)ccc21	12	17
O=C(CCS(=O)(=O)Cc1ccccc1F)NCCCN1CCCCC1	-2	-2
CC(=O)c1ccccc1NS(=O)(=O)c1c(C)nn(-c2ccccc2)c1C	4	10
COc1ccc(-c2nc3n(n2)C(c2cccnc2)C(C(N)=O)=C(C)N3)cc1 (stereo unspecified)	0	2
CCOC(=O)N1CCN(C(=O)CSCC(=O)Nc2nc(-c3ccc(Cl)s3)cs2)CC1	26	56
O=C(c1cc(-c2ccc(O)cc2)on1)N1CCCc2ccccc21	-3	-6
CCC(=O)N1CCCc2cc(S(=O)(=O)N3CCC(N4CCCCC4)CC3)ccc21	-5	-21
COc1ccccc1C1C(C(C)=O)=C(O)C(=O)N1CCc1ccccc1 (stereo unspecified)	1	1
Cn1c(=O)oc2cc(S(=O)(=O)NC3CCCc4ccccc43)ccc21 (stereo unspecified)	4	27
CCCCN1C2=NCCCN2c2cc(C)c(C)cc21	-3	-10
CCSc1nc2ccccc2n1CC(N)=O	0	1
Cc1nnc(SCC(=O)NCCN2C(=O)CSC2=O)s1	1	3
CCOC(=O)c1c(C)[nH]c(C)c1-c1ccccc1OC	-8	-14
CC(C)CC(NC(=O)C1CCC(C)CC1)C(=O)Nc1cccnc1 (stereo unspecified)	-3	-14
Cc1c(C(=O)Nc2cnccn2)oc2ccccc12	-5	-9
CCOc1ccc(S(=O)(=O)N2CCN(c3ccc(OC)cc3)CC2)c2cccnc12	0	2
CN(c1ccccc1C(=O)NCC1CCCO1)S(C)(=O)=O (stereo unspecified)	-2	-2
Cc1ccc(Nc2ncccc2C(=O)O)cc1C	1	4
O=C(NCN1C(=O)C2C3C=CC(C3)C2C1=O)Nc1ccccn1 (stereo unspecified)	-4	-10
Cc1cc(=O)oc2c1ccc1oc(/C(=N/O)c3ccccc3)c(C)c12	41	43
CCOC(=O)N1CCN(C(=O)CSCC(=O)Nc2nc(-c3ccccc3)cs2)CC1	1	11

High-throughput results: PubChem, NMMLSC
